Abeta rescue: qHTS for compounds that reverse cellular toxicity of Amyloid beta (A-beta) peptide in yeast: Primary Screen. yeast expressing A-beta42, growth rescue, OD600, 48 h; response scale: 0% DMSO, 100% iron-clioquinol control. Potency, µM (series often up to 46.1 µM), without a hit: top-dose growth rescue, hits mostly activators. hit rate 0.063% among 410,000. AID 1347071, 2019; also: potency is read from the fitted curve at half-maximal effect; nearly all actives have a fitted effect of over 55% in size
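Growth rescue measured by 600 nm absorbance after 48 h yeast culture at 30 C with compound. Values normalized between DMSO and an equimolar ferric chloride plus clioquinol control.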
TDP-43 yeast inh: qHTS of TDP-43 Inhibitors | TDP-43 expressing yeast growth rescue, BacTiter-Glo, 24 h | Potency, µM (highest dose often 46.1 µM), inactives show at the highest dose growth rescue (activation), most hits filed as activators | hit rate 1.8% among 410,000 | AID 652104, 2013; also: potency is read from the fitted curve at half-maximal effect; % of control where 0% means no effect; nearly all actives have a fitted effect of over 50% in size
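Readout is BacTiter-Glo luminescence of cell growth, so inhibitors register as activators. TDP-43-expressing yeast at OD600=0.02 in galactose medium, after raffinose pregrowth to mid-log, were incubated with compound for 24 hr at 30 deg C.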
FUS yeast rescue: qHTS for Suppressors of FUS Proteinopathy: Primary screen using FUS-linked yeast assay; S. cerevisiae FUS-expressing, growth rescue, OD600, 24 h; Potency, µM (highest dose often 76.6 µM), for the others: at the highest dose growth rescue (activation), hits mostly activators; hit rate 0.24% among 390,000; AID 1347120, 2019;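 also: potency is read from the fitted curve at half-maximal effect; plate controls were DMSO vehicle for no effect and reference control for full effect; nearly all actives have a fitted effect of over 55% in size; some results filed as inactive show a strong effect at the top dose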
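Galactose (2%) drives FUS expression in yeast precultured in raffinose; seeding density OD 0.005. Test compounds incubated 24hr at 30C and 99% humidity before absorbance at 600 nm was measured.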
DRD3 agonist: qHTS of D3 Dopamine Receptor Agonist: qHTS; D(3) dopamine receptor (Homo sapiens), P35462; D3R DiscoveRx beta-arrestin cells, luminescence, 90 min; max activation, %; hit rate 0.58% among 410,000; AID 652048, 2013; in the data active = max activation above about 30%; also: 0% is about no effect; mostly tested at two doses, the higher about 12 µM
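Cells at 1500/well, incubated overnight, then treated with pinned compounds (dopamine as control) for 90 min at 37 degrees C. DiscoveRx reagent added for 30 - 60 minutes at room temperature; luminescence read.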
EPAC2 agonist: qHTS for Agonist of cAMP-regulated guanine nucleotide exchange factor 4 (EPAC2): primary screen. Rap guanine nucleotide exchange factor 4 (Homo sapiens), Q8WZA2. EPAC2 activation, biochemical qHTS; response scale: 100% = 6.5 mM cAMP response. Potency, µM (doses to about 154 µM), inactives show at the top dose activation, actives largely listed as activators. hit rate 0.079% among 360,000. AID 720711, 2013; also: potency is read from the fitted curve at half-maximal effect; nearly all actives have a fitted effect of over 50% in size
Target sequence (Q8WZA2 whole entry, looked up): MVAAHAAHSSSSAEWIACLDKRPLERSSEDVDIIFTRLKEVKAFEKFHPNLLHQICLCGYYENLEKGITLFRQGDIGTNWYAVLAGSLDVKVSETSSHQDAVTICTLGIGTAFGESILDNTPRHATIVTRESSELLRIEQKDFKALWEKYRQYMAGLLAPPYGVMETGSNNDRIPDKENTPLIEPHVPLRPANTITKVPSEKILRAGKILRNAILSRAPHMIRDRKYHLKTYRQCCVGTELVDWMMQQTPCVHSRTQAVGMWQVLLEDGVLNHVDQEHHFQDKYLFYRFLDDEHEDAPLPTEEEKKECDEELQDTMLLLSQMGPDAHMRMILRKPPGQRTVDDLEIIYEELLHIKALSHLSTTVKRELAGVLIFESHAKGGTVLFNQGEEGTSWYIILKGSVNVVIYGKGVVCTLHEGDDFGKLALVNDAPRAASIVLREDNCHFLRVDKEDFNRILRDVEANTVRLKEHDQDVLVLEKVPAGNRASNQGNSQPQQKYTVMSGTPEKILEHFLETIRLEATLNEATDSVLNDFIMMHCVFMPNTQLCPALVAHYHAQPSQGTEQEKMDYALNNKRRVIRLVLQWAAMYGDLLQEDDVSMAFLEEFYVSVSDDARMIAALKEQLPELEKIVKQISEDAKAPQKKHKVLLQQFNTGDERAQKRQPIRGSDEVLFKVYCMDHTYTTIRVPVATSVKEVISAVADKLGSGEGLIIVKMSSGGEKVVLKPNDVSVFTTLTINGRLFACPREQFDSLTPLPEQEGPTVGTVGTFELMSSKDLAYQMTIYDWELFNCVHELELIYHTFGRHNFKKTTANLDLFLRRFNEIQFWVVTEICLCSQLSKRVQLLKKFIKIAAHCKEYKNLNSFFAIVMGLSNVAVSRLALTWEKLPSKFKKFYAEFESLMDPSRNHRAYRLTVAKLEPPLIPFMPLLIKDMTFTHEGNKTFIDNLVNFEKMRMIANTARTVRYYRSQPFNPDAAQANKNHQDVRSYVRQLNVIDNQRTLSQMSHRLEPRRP
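EPAC2 (100 nM) mixed with Rap1B loaded with BODIPY-GDP (250 nM) plus 50 uM unlabeled GDP; compounds pinned in, 5 min RT, then read every 5 min for 30 min (ex 480, em 540 nm). Normalized to cAMP control.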
DRD3 antagonist: qHTS of D3 Dopamine Receptor Antagonist: qHTS; D(3) dopamine receptor (Homo sapiens), P35462; D3R cells, DiscoveRx beta-arrestin luminescence, antagonist mode; stronger effect = lower value; max response, negative = inhibition, %; hit rate 2.5% among 360,000; AID 652054, 2013; in the data active = max response below about -50%; inconclusive = no clear call, values can overlap the other calls; also: % is scaled to controls: 0 for no effect and ±100 for the full control effect; mostly tested at two doses, the higher about 12 µM
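Cells plated overnight at 1500 cells/well, then exposed to library compounds with dopamine controls for 90 minutes at 37 degrees C. DiscoveRx reagent added for 30–60 minutes at room temperature; luminescence read, quantitative HTS format.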
EPAC2 antagonist: qHTS for Antagonist of cAMP-regulated guanine nucleotide exchange factor 2 (EPAC2): primary screen; Potency, µM (doses to about 114 µM), for the others: at the highest dose activity, negative = inhibition, usual class: inhibitors; EPAC2 GEF exchange of Rap1B-BODIPY-GDP, fluorescence; AID 720708, 2013; Rap guanine nucleotide exchange factor 4 (Homo sapiens), Q8WZA2; hit rate 0.18% among 360,000; also: potency is read from the fitted curve at half-maximal effect; % is scaled to controls: 0 for no effect and ±100 for the full control effect; nearly all actives have a fitted effect of over 45% in size; many of its hits are not listed in these tables
aSyn rescue: qHTS of alpha-syn Inhibitors. hit rate 0.14% among 370,000. Yeast expressing alpha-synuclein, growth rescue, BacTiter-Glo, 24 h. Potency, µM (titrated, usually from 46.1 µM), without a hit: top-dose growth rescue (activation), actives largely listed as activators. AID 652106, 2013; also: potency is read from the fitted curve at half-maximal effect; % of control where 0% means no effect; nearly all actives have a fitted effect of over 65% in size
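Galactose-induced alpha-syn yeast (OD600=0.02, raffinose-pregrown) + pinned cpd, 24 hr, 30 deg C; growth by BacTiter-Glo luminescence. Growth restoration scores as activation.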
Starred values were filed as active, the others as inactive; & = joins results of further samples; [ ] = dose if it differs, or a comment. Unless noted, calls follow the shape of the dose curve; as a rule, active = well fitted curve in the direction sought with a large enough effect; inconclusive = small, poorly fitted or top-dose-only effect, or another doubt; inactive = no such curve, though single readings can be large; an effect the other way counts as inactive or inconclusive. Not all compounds are listed; count on the stated rates, not on these rows.

Results for CSc1nnc(-c2sc(-c3ccccc3)nc2C)n1C ?
Abeta rescue: -3%; TDP-43 yeast inh: -2%; FUS yeast rescue: 12%; DRD3 agonist: 16; EPAC2 agonist: 12%; DRD3 antagonist: -14; EPAC2 antagonist: -2%; aSyn rescue: -4%

What do the screens show for `CSc1ccccc1C(=O)N1CCC(CCC(=O)NC2CC2)CC1`?
Abeta rescue: 2%; TDP-43 yeast inh: 16%; FUS yeast rescue: -17%; DRD3 agonist: 0; EPAC2 agonist: 7%; DRD3 antagonist: -2; EPAC2 antagonist: 0%; aSyn rescue: -3%

Results for O=C(Nc1cccc(Br)c1)c1cc(=O)c2ccccc2o1 ?
Abeta rescue: 6%; TDP-43 yeast inh: 10%; FUS yeast rescue: -24%; DRD3 agonist: -1; EPAC2 agonist: 1%; DRD3 antagonist: -5; EPAC2 antagonist: -13%; aSyn rescue: -8%

How did CC(C)(C)c1ccc(C(=O)N/C(=C\c2ccco2)C(=O)Nc2ccccc2C(=O)O)cc1 do in these assays?
Abeta rescue: -6%; TDP-43 yeast inh: 0%; FUS yeast rescue: 23%; DRD3 agonist: 19; EPAC2 agonist: -5%; DRD3 antagonist: 3; EPAC2 antagonist: 15%; aSyn rescue: 7%

How did CN(C(=O)Nc1ccccc1)n1cnc2ccccc2c1=O do in these assays?
Abeta rescue: 1%; TDP-43 yeast inh: 4%; FUS yeast rescue: 1%; DRD3 agonist: 0; EPAC2 agonist: 3%; DRD3 antagonist: 15; EPAC2 antagonist: 10%; aSyn rescue: 11%

How did CCN(CC)CCC(c1cc(OC)c(OC)c(OC)c1)c1c(OC)cc(OC)c2c(C)cc(=O)oc12 (stereo unspecified) do in these assays?
Abeta rescue: -17%; TDP-43 yeast inh: 7%; FUS yeast rescue: 6%; DRD3 agonist: -2; EPAC2 agonist: 5%; DRD3 antagonist: 5; EPAC2 antagonist: -6%; aSyn rescue: 1%

Results for CCCc1cc(O)c2c(C)cc(=O)oc2c1 ?
Abeta rescue: -40%[inhibitor]; TDP-43 yeast inh: inconclusive; FUS yeast rescue: -8%; DRD3 agonist: -4; EPAC2 agonist: -20%; DRD3 antagonist: -23; EPAC2 antagonist: -2%; aSyn rescue: -29%

Results for CCOCCCNC(=O)C1CCC(=O)N1CCc1ccccc1 (stereo unspecified) ?
Abeta rescue: 19%; TDP-43 yeast inh: 19%; FUS yeast rescue: -15%; DRD3 agonist: 4; EPAC2 agonist: 11%; DRD3 antagonist: -23; EPAC2 antagonist: 9%; aSyn rescue: -2%

Results for CC(OC(=O)c1ccc(O)cc1)C(=O)Nc1ccc(Oc2ccccc2)cc1 (stereo unspecified) ?
Abeta rescue: 5%; TDP-43 yeast inh: 21%; FUS yeast rescue: 11%; DRD3 agonist: -6; EPAC2 agonist: -12%; DRD3 antagonist: 10; EPAC2 antagonist: -1%; aSyn rescue: -22%

Results for O=C(COC(=O)CN1C(=O)NC2(CCCCC2)C1=O)Nc1cc(F)ccc1F ?
Abeta rescue: -2%; TDP-43 yeast inh: 8%; FUS yeast rescue: -9%; DRD3 agonist: -3; EPAC2 agonist: 7%; DRD3 antagonist: -13; EPAC2 antagonist: -9%; aSyn rescue: -1%

What do the screens show for `CCCNC(=O)Nc1ccc2c(c1)N(C)C(=O)c1ccccc1S2`?
Abeta rescue: -2%; TDP-43 yeast inh: -1%; FUS yeast rescue: 22%; DRD3 agonist: -8; EPAC2 agonist: 7%; DRD3 antagonist: inconclusive; EPAC2 antagonist: -4%[57.1 µM]; aSyn rescue: 0%

Results for O=C(Nc1ncc(Cc2cccc([N+](=O)[O-])c2)s1)c1ccco1 ?
Abeta rescue: 0%; TDP-43 yeast inh: 29%; FUS yeast rescue: -19%; DRD3 agonist: -2; EPAC2 agonist: 16%; DRD3 antagonist: -1; EPAC2 antagonist: 1%; aSyn rescue: -1%

How did Cc1nc2cc(C(=O)N3c4ccccc4CC3C)ccc2s1 (stereo unspecified) do in these assays?
Abeta rescue: -1%; TDP-43 yeast inh: 0%; FUS yeast rescue: 4%; DRD3 agonist: -3; EPAC2 agonist: 7%; DRD3 antagonist: 0; EPAC2 antagonist: -7%; aSyn rescue: 8%

Results for CC(=O)c1cnc2c(C(=O)O)cnn2c1C ?
Abeta rescue: 29%; TDP-43 yeast inh: -13%; FUS yeast rescue: -6%; DRD3 agonist: 18; EPAC2 agonist: 4%; DRD3 antagonist: 6; EPAC2 antagonist: 7%; aSyn rescue: 7%

How did O=C(NC1CCCCC1)N(CCO)Cc1cc2cc3c(cc2[nH]c1=O)OCCO3 do in these assays?
Abeta rescue: 7%; TDP-43 yeast inh: 2%; FUS yeast rescue: 7%; DRD3 agonist: 1; EPAC2 agonist: 2%; DRD3 antagonist: 4; EPAC2 antagonist: 5%

What do the screens show for `O=C1NCC(O)=C1C=NC12CC3CC(CC(C3)C1)C2`?
Abeta rescue: 6%&8%; TDP-43 yeast inh: 1%&-9%; FUS yeast rescue: 8%&-8%; DRD3 agonist: 4&4; EPAC2 agonist: 5%&14%; DRD3 antagonist: -21&2; EPAC2 antagonist: -1%&4%; aSyn rescue: 0%&-1%

Results for Cc1ccc(S(=O)(=O)NCC(=O)N(CC(=O)NC(C)(C)C)Cc2cccs2)cc1 ?
Abeta rescue: 0%; TDP-43 yeast inh: 2%; FUS yeast rescue: -16%; DRD3 agonist: 3; EPAC2 agonist: 2%; DRD3 antagonist: 7; EPAC2 antagonist: 2%; aSyn rescue: 4%

Results for CCOC(=O)C1CCN(C(=O)c2cc(COc3ccc(F)cc3F)on2)CC1 ?
Abeta rescue: 5%; TDP-43 yeast inh: 21%; DRD3 agonist: -9; EPAC2 agonist: -5%; DRD3 antagonist: -1; EPAC2 antagonist: 0%; aSyn rescue: 5%

Results for CC(C(=O)Nc1ccccc1-c1ccccc1)N1CCN(Cc2ccccc2)CC1 (stereo unspecified) ?
Abeta rescue: -5%; TDP-43 yeast inh: -2%; FUS yeast rescue: -1%; DRD3 agonist: -4; EPAC2 agonist: 12%; DRD3 antagonist: -5; EPAC2 antagonist: -20%; aSyn rescue: 6%

How did COc1cc(NS(=O)(=O)c2ccc3ccccc3c2)c2ncccc2c1 do in these assays?
Abeta rescue: inconclusive; TDP-43 yeast inh: 13µM*; FUS yeast rescue: 20%; DRD3 agonist: -4; EPAC2 agonist: 16%; DRD3 antagonist: -26; EPAC2 antagonist: -4%; aSyn rescue: inconclusive

What do the screens show for `CN(CC(=O)Nc1ccc(F)c(F)c1F)C(=O)C1CC(=O)N(c2ccc3c(c2)OCCO3)C1` (stereo unspecified)?
Abeta rescue: 17%; TDP-43 yeast inh: 2%; FUS yeast rescue: 3%; DRD3 agonist: -4; EPAC2 agonist: 0%; DRD3 antagonist: 0; EPAC2 antagonist: -1%; aSyn rescue: -1%

Results for COc1ccc(NC(=O)Nc2ccc(OCc3ccccc3)cc2)cn1 ?
Abeta rescue: -12%; TDP-43 yeast inh: 3%; FUS yeast rescue: -6%; DRD3 agonist: -2; EPAC2 agonist: 6%; DRD3 antagonist: -18; EPAC2 antagonist: 17%; aSyn rescue: -6%

What do the screens show for `CS(=O)(=O)N(CC(=O)Nc1cccc(F)c1)Cc1ccccc1`?
Abeta rescue: 13%; TDP-43 yeast inh: -15%; FUS yeast rescue: 24%; DRD3 agonist: -6; EPAC2 agonist: 14%; DRD3 antagonist: -8; EPAC2 antagonist: -8%; aSyn rescue: 4%

Results for O=C(CNS(=O)(=O)c1ccc(Br)s1)N1CCN(c2ccc(F)cc2)CC1 ?
Abeta rescue: -31%&-18%; TDP-43 yeast inh: -23%&25%; FUS yeast rescue: -13%&9%; DRD3 agonist: -6&2; EPAC2 agonist: 4%; DRD3 antagonist: -1; EPAC2 antagonist: 8%; aSyn rescue: -2%

What do the screens show for `Cc1ccc(-c2n[nH]c(=S)n2/N=C/c2ccc(C)s2)cc1`?
Abeta rescue: 0%; TDP-43 yeast inh: 23%; FUS yeast rescue: -3%; DRD3 agonist: -14; EPAC2 agonist: 8%; DRD3 antagonist: -8; EPAC2 antagonist: -3%; aSyn rescue: 7%

Results for COc1ccccc1/C=N/OCc1cc(C(C)=O)ccc1OC ?
Abeta rescue: 7%; TDP-43 yeast inh: 18%; FUS yeast rescue: 25%; DRD3 agonist: -2; EPAC2 agonist: 22%; DRD3 antagonist: -1; EPAC2 antagonist: -5%; aSyn rescue: 17%

How did Cc1c(F)cccc1NS(=O)(=O)c1cccs1 do in these assays?
Abeta rescue: 7%; TDP-43 yeast inh: 7%; FUS yeast rescue: 11%; DRD3 agonist: -4

How did Cc1ccc(CN=c2c([N+](=O)[O-])nn(-c3ccc(Cl)cc3)n2O)cc1 do in these assays?
Abeta rescue: inconclusive; TDP-43 yeast inh: 11µM*; FUS yeast rescue: -2%; DRD3 agonist: 1; EPAC2 agonist: 6%; DRD3 antagonist: -5; EPAC2 antagonist: -24%; aSyn rescue: 13%

How did CCOc1ccc(NC(=O)CCNS(=O)(=O)c2ccc3c(c2)CCC(=O)N3)cc1 do in these assays?
Abeta rescue: -4%; TDP-43 yeast inh: -2%; FUS yeast rescue: 28%; DRD3 agonist: -11; EPAC2 agonist: 5%; DRD3 antagonist: -23; EPAC2 antagonist: 7%; aSyn rescue: -6%

What do the screens show for `O=C(COC(=O)c1cccc(S(=O)(=O)N2CCCC2)c1)c1ccc(F)cc1`?
Abeta rescue: -12%; TDP-43 yeast inh: 8%; FUS yeast rescue: -14%; DRD3 agonist: 3; EPAC2 agonist: 13%; DRD3 antagonist: 11; EPAC2 antagonist: 12%; aSyn rescue: -4%

Screens deposited in PubChem by National Center for Advancing Translational Sciences (NCATS).
